PLK1 inh: inhibitors of human PLK1 kinase | inhibition, % at 10 µM | P53350 | AID 619 | hit rate 0.53% among 97,000 | recombinant PLK1 kinase, TR-FRET peptide phosphorylation;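 active means inhibition of 50% or more in the single-concentration screen; inactive means inhibition below 50%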;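 further: 0% = DMSO max control and 100% = H-89 dihydrochloride min control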
Plk1 PBD FP: Plk1 (human) PBD binding inhibition. hit rate 0.13% among 97,000. P53350. inhibition, %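 (tested at about 20 µM)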. Plk1 PBD phosphopeptide binding, fluorescence polarization; in the data active means inhibition above about 34%, passing the limit was not always enough
PTPN22 act: activators of human LYP (PTPN22) phosphatase | hit rate 0.11% among 96,000 | AID 697 | activation, % at 2 µM | recombinant LYP, DiFMUP fluorescence; 0 = plate median, 100 = signal doubled | Q9Y2R2;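 active means activation at 2 µM above a set limit, the mean plus 5 SD, cut at about 37% in these data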
EphB4 antag: EphB4-ephrin-B2 interaction antagonism; P54760; EphB4 LBD / TNYL-RAW-Alexa532 peptide, fluorescence polarization; inhibition, % at 7 µM; hit rate 0.15% among 97,000; AID 720;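 active means inhibition above the screen-wide mean inhibition plus 3 SD, cut at about 15% in these data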;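 further: 0% = DMSO wells and 100% = excess unlabeled TNYL-RAW peptide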
Calb biofilm kill: kills Candida albicans biofilms; C. albicans biofilm + clotrimazole, Alamar Blue; inhibition, % at 6 µM; hit rate 0.14% among 85,000; AID 834;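 active means inhibition above 20%; inactive means inhibition below 20%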;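 further: preformed 24 hr biofilms exposed to compound for 48 hr; 0% = biofilm without compound and 100% = blank killed by clotrimazole plus chlorhexidine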
Rev-RRE block: HIV Rev-RRE protein-RNA interaction inhibition; P05866; Rev peptide-RRE RNA binding, FRET; inhibition, % at 8 µM; hit rate 0.79% among 97,000; AID 704;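 active means inhibition above the screen-wide mean plus 3 SD, cut at about 35% in these data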;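 further: 0% = median DMSO wells and 100% = median Neomycin B control wells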
Target sequence (P05866 whole entry, looked up): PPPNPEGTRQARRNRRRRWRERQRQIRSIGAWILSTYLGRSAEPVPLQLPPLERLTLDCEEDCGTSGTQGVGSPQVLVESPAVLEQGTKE
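Assay system: Labelled RRE RNA duplex and labelled Rev peptide | Times: 5 min preincubation and 15 min binding, 25 °C | Detection: FRET, ex 480 nm, em 540 and 671 nm | Evaluation: % inhibition of FRET ratio versus controls | Benchmarks: DMSO wells as 0% and neomycin B wells as 100% inhibition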
CYP2C9 act: increases human cytochrome P450 2C9 activity. AID 1024. hit rate 1.4% among 96,000. recombinant CYP2C9, luciferin-H conversion, luminescence; hits give high values; factor 1 = untreated enzyme, 0 = blocked. P11712. activation factor at 5 µM;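 active means activation factor of 2 or more for CYP2C9 at a 5 µM dose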;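 further: 0 = sulfaphenazole-blocked wells and 1 = vehicle-only wells; values of inactives mirror those of a sister screen read the other way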
Target sequence (P11712 whole entry, looked up): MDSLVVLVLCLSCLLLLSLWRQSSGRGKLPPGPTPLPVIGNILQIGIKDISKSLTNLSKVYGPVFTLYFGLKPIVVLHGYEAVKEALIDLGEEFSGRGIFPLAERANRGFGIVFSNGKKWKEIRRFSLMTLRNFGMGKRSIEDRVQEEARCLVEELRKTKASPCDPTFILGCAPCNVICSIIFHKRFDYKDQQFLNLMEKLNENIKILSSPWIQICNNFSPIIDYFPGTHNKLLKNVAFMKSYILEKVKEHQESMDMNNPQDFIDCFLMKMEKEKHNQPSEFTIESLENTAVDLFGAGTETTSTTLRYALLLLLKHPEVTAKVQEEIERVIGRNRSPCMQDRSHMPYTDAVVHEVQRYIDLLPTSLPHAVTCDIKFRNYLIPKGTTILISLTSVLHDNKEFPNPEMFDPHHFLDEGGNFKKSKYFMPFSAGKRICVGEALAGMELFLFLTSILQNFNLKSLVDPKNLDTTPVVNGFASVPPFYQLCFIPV
CYP2C9 inh: inhibitors of human CYP2C9. P11712. CYP2C9 Supersomes, luciferin-H conversion, luminescence. inhibition, % at 5 µM. hit rate 20% among 96,000;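 active means blocking of liver enzyme CYP2C9 beyond about 50% at 5 µM, limit read from the data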; further: values of inactives mirror those of a sister screen read the other way
PTPN22 inh 2: blocks human PTPN22 phosphatase activity | recombinant LYP catalytic domain, DiFMUP fluorescence | hit rate 0.21% among 96,000 | inhibition, % at 2 µM;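 active means inhibition at 2 µM at or above a set limit, the screen mean plus 3 SD, cut at about 24% in these data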;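 further: 0% = DMSO with enzyme and 100% = enzyme fully blocked by orthovanadate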
Numbers without * were called inactive; / = not tested or not shown.

cpd | smiles | PLK1 inh | Plk1 PBD FP | PTPN22 act | EphB4 antag | Calb biofilm kill | Rev-RRE block | CYP2C9 act | CYP2C9 inh | PTPN22 inh 2
1 | COc1ccc(NS(=O)(=O)c2cc(C)ccc2NC(=O)c2cc(C)oc2C)cc1 | -3.1 | -4.6 | 10.8 | -8.1 | 3.6 | 6.5 | 0.8 | 23.7 | -12.2
2 | c1ccc(SCc2nc3ccccc3[nH]2)cc1 | -7.1 | -10.4 | 1.8 | -4.6 | / | 1.6 | 0.8 | 16.0 | 2.2
3 | CC(NC(=O)Nc1ccccc1C(F)(F)F)C1CCCO1 (stereo not drawn) | -5.9 | 2.3 | 8.5 | -2.5 | 7.8 | -0.2 | 1 | 4.1 | -13.4
4 | COc1ccc(S(=O)(=O)N2CCN(Cc3ccc4c(c3)OCO4)CC2)c2ccccc12 | -21.6 | -22.3 | -8.5 | -0.4 | 13.2 | 8.3 | 0.3 | 73.7* | 5.0
5 | Cc1cc(C)c(C#N)c(SCS(=O)Cc2ccccc2)n1 (stereo not drawn) | -2.7 | 3.3 | 10.2 | 5.1 | -1.2 | -2.6 | 0.8 | 23.2 | -10.7
6 | CCCC(=O)NC(=S)Nc1cccc(Cl)c1N1CCCCC1 | -10.2 | -21.7 | 3.2 | -11.0 | / | -5.0 | 0.1 | 93.1* | 2.0
7 | O=C(OCc1nnc(-c2ccccc2)o1)c1ccc(S(=O)(=O)NCc2ccco2)cc1 | -7.9 | -4.2 | -2.9 | 1.4 | 5.6 | 9.6 | 0.3 | 69.7* | 1.6
8 | CCC(=O)NC(O)C(=O)c1ccc(C)cc1 (stereo not drawn) | -32.2 | 8.6 | 4.2 | -1.7 | 0.6 | 6.2 | 0.9 | 7.0 | -2.5
9 | COC(=O)C1=C(C)NC(=O)C1(NS(=O)(=O)c1ccc(NC(C)=O)cc1)C(F)(F)F (stereo not drawn) | -6.2 | 13.4 | -1.4 | 5.0 | -1.2 | 11.6 | 0.9 | 8.2 | 0.5
10 | N=c1c2c(-c3ccccc3)c(-c3ccccc3)n(Cc3ccco3)c2ncn1Cc1ccccc1 | -8.6 | -10.3 | -14.8 | 0.4 | 42.6* | 19.8 | 0.8 | 18.6 | 17.3
11 | COc1ccc(N2CCN(S(=O)(=O)c3ccc4c(c3)CCCC4)CC2)c([N+](=O)[O-])c1 | -6.8 | -1.4 | 2.0 | -6.3 | / | 5.9 | 1.5 | -47.4 | 3.1
12 | N#Cc1cc2c(=O)n3ccccc3nc2n(CC2CCCO2)c1=N (stereo not drawn) | -1.7 | -16.6 | -8.2 | 9.3 | -2.8 | 6.9 | / | / | 8.1
13 | Cn1c(SCC(=O)Nc2sc3c(c2C#N)CCC3)nnc1C1COc2ccccc2O1 (stereo not drawn) | -7.1 | 0.2 | -15.0 | -3.6 | -2.5 | 6.1 | 0.3 | 67.0* | 13.2
14 | C=CCn1c(SCC(=O)Nc2cc(OC)c(NC(=O)c3ccco3)cc2OC)nnc1-c1ccncc1 | -6.8 | 6.2 | 6.9 | 8.3 | 2.1 | 4.4 | / | / | -7.6
15 | CCOC(=O)NC1(C(F)(F)F)C(=O)NC(C)=C1C#N (stereo not drawn) | -19.9 | -31.2 | 7.6 | -7.6 | 0.0 | 2.9 | / | / | -6.2
16 | COc1cc(NS(=O)(=O)c2ccc(NC(=S)NC(=O)CC(C)C)cc2)nc(OC)n1 | -3.4 | -15.9 | 6.6 | 4.4 | 3.6 | 3.6 | / | / | -7.1
17 | C/C(=N\O)C(=O)NCc1ccccn1 | -6.8 | 0.7 | 7.0 | 7.4 | 4.3 | 6.8 | 1.2 | -15.5 | -3.1
18 | S=C1SCN(Cc2ccccn2)CN1Cc1ccco1 | -2.2 | -1.4 | -2.0 | -1.1 | 2.2 | 6.0 | 0.9 | 12.8 | 0.8
19 | CCCCN1C(=O)N(C)C2NC(=O)NC21 (stereo not drawn) | -3.6 | -4.5 | -1.9 | 10.2 | -0.9 | 7.9 | 0.7 | 27.1 | 4.8
20 | O=C(CC1NC(=O)NC1=O)Nc1cccc2ccccc12 (stereo not drawn) | -12.4 | -1.2 | -0.1 | -3.3 | / | 4.6 | 0.9 | 5.2 | -0.5
21 | CCCOc1ccc(C(=O)N2CCN(c3ccc(N)cc3Cl)CC2)cc1 | -16.5 | -15.3 | 2.5 | 2.4 | 9.7 | -1.4 | 0.2 | 80.4* | 1.2
22 | CC(=O)SCCC(=O)N1C(C)CCCC1C(=O)O (stereo not drawn) | 6.4 | -27.2 | 3.0 | 3.3 | 4.7 | 7.6 | 1 | -1.7 | -5.8
23 | S=C(NCCC1=CCCCC1)Nc1ccccc1 | -7.5 | -3.0 | -4.8 | 4.7 | / | -1.1 | 0.9 | 14.4 | 8.4
24 | Cc1cccc(OCC(=O)N/N=C\C=C\c2ccc3c(c2)OCO3)c1C | -16.2 | -1.5 | 1.0 | -6.6 | / | 6.2 | 1 | -4.9 | 1.9

Profiles from above. Order of values: PLK1 inh	Plk1 PBD FP	PTPN22 act	EphB4 antag	Calb biofilm kill	Rev-RRE block	CYP2C9 act	CYP2C9 inh	PTPN22 inh 2
Results for S=C(NCCC1=CCCCC1)Nc1ccccc1 : -7.5	-3.0	-4.8	4.7	/	-1.1	0.9	14.4	8.4
Results for CC(=O)SCCC(=O)N1C(C)CCCC1C(=O)O (stereo not drawn) : 6.4	-27.2	3.0	3.3	4.7	7.6	1	-1.7	-5.8
Results for C/C(=N\O)C(=O)NCc1ccccn1 : -6.8	0.7	7.0	7.4	4.3	6.8	1.2	-15.5	-3.1

Other results.
cpd | smiles | PLK1 inh | Plk1 PBD FP | PTPN22 act | EphB4 antag | Calb biofilm kill | Rev-RRE block | CYP2C9 act | CYP2C9 inh | PTPN22 inh 2
25 | CCCCCCC(=O)Nc1nc(C)c(-c2csc(Nc3ccc(Cl)cc3)n2)s1 | -6.9 | 10.1 | 2.6 | -6.1 | / | 2.4 | 0.7 | 27.3 | 1.4
26 | CCN1C(=O)c2n[nH]c(C(=O)OC)c2C1=O | -10.9 | -0.5 | -5.3 | 1.1 | 5.4 | 7.9 | 1 | -1.2 | 4.4
27 | CCn1c(CCNC(=O)c2ccc(OC)c(OC)c2)nc2ccccc21 | -11.3 | 11.8 | 3.4 | -1.4 | / | -2.8 | / | / | -0.6
28 | O=[N+]([O-])c1ccccc1N/N=C\c1ccccc1Cl | -0.1 | 19.8 | / | 2.1 | / | 4.3 | 0.7 | 32.8 | /
29 | CCOC(=O)c1sc2nccc(N(C)C)c2c1N=CNOC | -0.9 | 19.6 | -4.0 | -12.2 | 4.7 | 6.5 | 0.5 | 50.3* | 4.3
30 | O=C(O)c1ccccc1C(=O)Nc1ccccn1 | -13.4 | -1.4 | 3.3 | 4.8 | 0.2 | 9.6 | 1 | -1.5 | -7.7
31 | O=C(CCn1c(=O)[nH]c2ccsc2c1=O)N1CC(=O)N(CCc2ccccc2)C(=O)C1 | -0.9 | -4.8 | 17.4 | 3.8 | -4.3 | 2.4 | 0.6 | 35.1 | -20.5
32 | CCn1c(C)c2c([n+]1CC)CC(C)(C)CC2=O | -4.8 | 18.9 | -5.8 | -4.5 | 3.1 | 5.6 | 1 | -3.7 | 6.3
33 | Nn1c(Cc2ccccc2F)nnc1SCC(=O)N1CC(=O)Nc2ccccc21 | -14.0 | 15.1 | 6.4 | -1.1 | / | 4.2 | / | / | -6.9
34 | O=C1CSC(=S)N1CC1CCCO1 (stereo not drawn) | -8.3 | 9.7 | -5.6 | 9.2 | 10.6 | 2.6 | 0.8 | 20.0 | 4.9
35 | CC(=O)NC(CC(=O)Nc1ccc(S(=O)(=O)N2CCCCC2)cc1)c1ccccc1 (stereo not drawn) | -12.1 | -9.6 | -7.6 | 2.9 | / | 6.3 | 0.3 | 74.0* | 6.1
36 | O=C1CC(c2cccs2)c2cc3c(cc2N1)OCO3 (stereo not drawn) | -8.0 | 16.2 | -3.7 | 6.7 | 7.1 | 8.8 | 0.8 | 18.9 | 4.3
37 | COC(=O)CN(c1cccc(F)c1)S(C)(=O)=O | -11.0 | 0.6 | -7.1 | 3.6 | / | 3.1 | 0.9 | 7.6 | 7.7
38 | NC(=O)CSc1nc2sc3c(c2c2ncnn12)CCCC3 | -2.2 | 37.0 | -4.0 | -4.2 | 8.3 | 1.3 | 0.8 | 18.5 | 1.8
39 | Cc1ccc(S(=O)(=O)N2CCN(Cc3nc4ccccc4n3C)CC2)cc1 | -10.0 | -20.8 | -19.7 | 0.8 | 1.1 | 11.8 | 0.8 | 17.7 | 17.9
40 | Cc1cc(C)c(C)c(OCC(=O)NCC2CCCO2)c1 (stereo not drawn) | 3.5 | -12.7 | 3.5 | 9.8 | -5.3 | 5.4 | 1.6 | -57.2 | -5.3
41 | C=C(C)CN1C(=O)c2ccccc2C1=O | -6.2 | 10.6 | 13.5 | 4.0 | -0.9 | 13.0 | 1 | 2.7 | -12.4
42 | C/C=C/c1ccc(OCCCCN2C(=O)NC(C)(C)C2=O)c(OC)c1 | -8.3 | -14.9 | 4.3 | 3.3 | 7.5 | 4.8 | 0.8 | 22.5 | -8.3
43 | COc1ccc(C2CC(c3c(-c4ccccc4)c4cc(Cl)ccc4[nH]c3=O)=NN2S(C)(=O)=O)cc1OC (stereo not drawn) | -3.7 | -5.4 | -1.7 | -11.7 | 6.5 | -4.8 | 1 | -4.8 | 1.6
44 | O=c1cc(-c2ccccc2)[nH]n1-c1nc2ccccc2[nH]1 | -6.9 | 25.3 | -9.8 | -4.3 | 4.9 | -1.6 | 0.4 | 55.8* | 8.1
45 | O=C(NCc1cccs1)C(Cc1ccccc1)NS(=O)(=O)c1cccs1 (stereo not drawn) | -1.9 | -27.6 | 2.2 | 6.1 | -1.4 | 8.7 | / | / | 0.9
46 | O=C(O)c1ccc(CS(=O)c2cccc(C(F)(F)F)c2)o1 (stereo not drawn) | -9.3 | -10.6 | 6.3 | 4.7 | 8.5 | 9.9 | / | / | -8.7
47 | Cc1ccc(S(=O)(=O)N/N=C\c2ccc(C)o2)cc1 | -13.0 | -3.7 | 2.3 | 1.1 | / | -0.9 | 0.8 | 19.6 | 0.4
48 | CCn1c(SCC(=O)Nc2ccc(C(C)=O)cc2)nc2ccccc21 | -10.4 | 5.2 | -1.2 | -4.3 | 7.0 | -0.6 | 1.1 | -14.8 | -2.0
49 | COc1ccc(OC)c(C(c2nnnn2Cc2ccccc2)N2CCN(C)CC2)c1 (stereo not drawn) | -8.4 | 13.4 | 12.3 | -6.9 | 3.3 | -2.0 | 1 | 3.7 | -13.1
50 | COC(=O)C1CCN(C(=O)COC(=O)Cc2c[nH]c3ccccc23)CC1 | -11.4 | 10.8 | -4.8 | -3.4 | 5.3 | 2.5 | 1.3 | -31.0 | 4.6
51 | Cc1ccc(C(C(=O)NC(C)(C)C)N(C(=O)c2csnn2)c2ccccc2F)o1 (stereo not drawn) | -21.8 | -0.2 | 8.3 | -4.6 | 7.7 | -0.2 | 1 | 4.5 | -9.4
52 | OCCNc1nc(Nc2ccccc2)nc(Nc2ccccc2)n1 | -2.6 | -4.0 | 0.7 | 0.4 | 3.9 | -1.7 | 0.3 | 66.2* | -1.8
53 | CCCCOC(=O)C1C2C=C[C@]3(CN(C(C)c4ccc(OC)cc4)C(=O)[C@H]13)O2 (stereo partly drawn) | -6.8 | 1.4 | -4.7 | -10.2 | 4.9 | 0.8 | 0.9 | 10.2 | 3.1
54 | [O-]C1=N/[N+](=C/c2ccccc2Cl)CC1 | -10.9 | -1.4 | -1.6 | -1.8 | 7.2 | 3.7 | 1.3 | -34.5 | 5.2
55 | CC(=O)Nc1sc2c(c1CN1CCN(C)CC1)CCCC2 | -2.1 | -22.6 | 3.0 | 2.8 | 8.5 | 4.1 | 1.1 | -12.1 | 0.0

Source: PubChem (several laboratories)
